Cneo AK release: Cryptococcus neoformans lysis via adenylate kinase release. C. neoformans lysis, adenylate kinase release luminescence, 4 h; normalised: neutral wells 0, clomiphene wells 100. lysis activity, % at 15 µM. actives 0.2% (n = 360,000). AID 651654;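 active = mean lysis activity across replicates of at least 80%, whatever share of replicates individually reach that level; inactive = mean lysis activity below 80%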
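Material – log-phase Cryptococcus neoformans yeast cells · Input – 5 × 10^6 yeast cells/mL · Medium – fresh YPD growth medium · Doses – single compound concentration per well · Timing – static 4 h at 37 °C with compound, 1 h detection · Detection – adenylate kinase release luminescence · Read-out – signal increase indicating cell lysis · Control set – Clomiphene as positive lysis control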
ERAP1 HTS inh: inhibitors of human ERAP1 aminopeptidase | actives 0.15% (n = 340,000) | inhibition, % at 10.7 µM | recombinant ERAP1, Leu-AMC fluorescence, 60 min;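 active = mean replicate inhibition of at least 30%, or all replicates individually reaching that 30% level; inactive = mean below 30% and not every replicate reaching it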;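 note: 0% = neutral control wells and 100% = L-leucinethiol positive control wells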
PglD inh: blocks C. jejuni PglD acetyltransferase activity; actives 0.098% (n = 360,000); purified PglD enzyme, DTNB colorimetric CoA detection; AID 602405; inhibition, % at 12.5 µM; in the data active = inhibition above about 16%, passing the limit was not always enough; note: strong numbers were not always called active
RAD54 inh: RAD54 (human) branch migration inhibition; RAD54 Holliday junction branch migration, FAM/BHQ fluorescence; inhibition, % at 10.4 µM; actives 0.14% (n = 360,000); AID 602329;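 active = mean normalized replicate activity at least 40 and at least half of replicates scoring 40 or more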;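 note: 0% = median of neutral control wells and 100% = median of positive control wells; inhibitors cause a drop in the FAM fluorescence signal; in these data hits start at about 50%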
Target sequence (Q92698 whole entry, looked up): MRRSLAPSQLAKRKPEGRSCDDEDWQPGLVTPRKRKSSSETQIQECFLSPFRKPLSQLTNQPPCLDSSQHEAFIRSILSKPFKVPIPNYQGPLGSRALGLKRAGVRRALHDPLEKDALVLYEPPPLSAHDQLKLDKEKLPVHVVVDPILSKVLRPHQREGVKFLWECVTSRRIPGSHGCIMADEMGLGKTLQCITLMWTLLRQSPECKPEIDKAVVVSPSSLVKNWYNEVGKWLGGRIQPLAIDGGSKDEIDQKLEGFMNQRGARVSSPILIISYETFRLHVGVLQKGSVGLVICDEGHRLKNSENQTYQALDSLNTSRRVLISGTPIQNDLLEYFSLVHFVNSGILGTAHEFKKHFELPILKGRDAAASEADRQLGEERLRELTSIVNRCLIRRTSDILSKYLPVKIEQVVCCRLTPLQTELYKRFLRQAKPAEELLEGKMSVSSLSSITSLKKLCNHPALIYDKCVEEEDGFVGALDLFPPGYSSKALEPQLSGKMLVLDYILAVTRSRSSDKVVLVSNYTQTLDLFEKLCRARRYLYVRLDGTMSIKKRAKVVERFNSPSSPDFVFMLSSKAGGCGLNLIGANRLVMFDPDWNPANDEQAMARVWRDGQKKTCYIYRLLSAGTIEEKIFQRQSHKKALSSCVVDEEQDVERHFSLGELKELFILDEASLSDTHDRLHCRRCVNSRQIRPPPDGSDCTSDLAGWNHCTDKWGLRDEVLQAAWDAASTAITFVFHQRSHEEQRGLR
PGC1a acetyl inh: modulators of PGC1a acetylation. U2OS PGC1a acetylation, AlphaScreen anti-acetyl-lysine; with virally co-expressed GCN5 acetyltransferase. inhibition, % at 15.6 µM. actives 0.17% (n = 350,000). AID 651687;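 active = every replicate shows inhibition of at least 40%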;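 note: 0% = neutral control wells and 100% = positive control wells; some results beyond the cut were filed as inactive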
RAD52 inh: inhibitors of human RAD52 DNA annealing. inhibition, % at 18.7 µM. P43351. recombinant RAD52 DNA annealing, FRET fluorescence. AID 651710. actives 0.46% (n = 360,000);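 active = every replicate showing at least 50% inhibition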
miR122 inh: blocks miR-122 activity in Huh7 sensor cells; Huh7 miR-122 Renilla luciferase sensor, 48 h; neutral wells = 0, positive control = 100; activation (reporter increase), % at 12.5 µM; AID 602342; actives 0.3% (n = 340,000);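 active = mean replicate activation score at least 90 and every replicate individually at or above 90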;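 note: higher luciferase means less miR-122 activity so hits act as miR-122 inhibitors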
E-sel inducer: induces E-selectin expression in human endothelial cells. P16581. HUVEC E-selectin immunofluorescence imaging; normalized: neutral wells 0, TNF-alpha wells 100. activation, % at 7.58 µM. actives 0.37% (n = 260,000). AID 686992;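 active = mean E-selectin-positive cell signal at least 10% of the positive control, reached in at least 60% of replicates, without over 20% cell loss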;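 note: in these data hits start at about 27%; measured in HUVEC primary endothelial cells; signal is the percent of cells scored E-selectin positive by PE staining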
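material = human umbilical vein endothelial cells (HUVEC), E-selectin induction | quantity = 3,000 cells/well | medium = EGM-2 growth medium on 0.1% gelatin-coated wells | technique = immunofluorescence imaging | read-out basis = % PE-positive cells | control set = TNF-alpha positive control, DMSO neutral control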
* hit, by the source's call; [ ] = remark or other dose. Rows are unselected, and some 1.4% of all compounds hit somewhere here.

How did COC(=O)c1ccc(C(=O)NC2CCCc3c2cnn3-c2ccccc2F)nc1 (stereo not given) do in these assays?
Cneo AK release: 0; ERAP1 HTS inh: -3; PglD inh: -2; RAD54 inh: -4; PGC1a acetyl inh: 0; RAD52 inh: 5; miR122 inh: 0

How did CO[C@@H]1CN(C)C(=O)c2ccc(NS(=O)(=O)c3ccccc3)cc2OC[C@H](C)N(C)C[C@@H]1C do in these assays?
Cneo AK release: -2; ERAP1 HTS inh: -2; PglD inh: 3; RAD54 inh: -3; PGC1a acetyl inh: 12; RAD52 inh: -11; miR122 inh: -1[16.7 µM]; E-sel inducer: -0.1

What do the screens show for `CC(C)Oc1ccc(NC(=O)c2ccncc2)cc1`?
Cneo AK release: -3; PglD inh: 0; RAD54 inh: -10; PGC1a acetyl inh: 2; miR122 inh: 2

How did CCc1ccc(C(=O)N/N=C(\C)c2ccncc2)s1 do in these assays?
Cneo AK release: -2; ERAP1 HTS inh: -1; PglD inh: 14; RAD54 inh: -3; RAD52 inh: -14; E-sel inducer: -0.5

Results for COc1ccccc1OCC(=O)Nc1cc(C)ccc1NC(=O)c1ccco1 ?
Cneo AK release: 1; ERAP1 HTS inh: 1; PglD inh: 0; RAD54 inh: -3; PGC1a acetyl inh: -1; RAD52 inh: -3; miR122 inh: -2

How did CCc1cccc2c(C(=O)COC(=O)c3ccc(O)cc3)c[nH]c12 do in these assays?
Cneo AK release: -4; ERAP1 HTS inh: 2; PglD inh: 1; RAD54 inh: 0; PGC1a acetyl inh: 2; RAD52 inh: -28; miR122 inh: 5; E-sel inducer: 0.7

How did Nc1nnc(CCS(=O)(=O)c2ccc(Cl)cc2)s1 do in these assays?
Cneo AK release: 4; PglD inh: 2; RAD54 inh: 2; PGC1a acetyl inh: -3

Results for COc1cc(CN2CCCC(CO)(Cc3ccccc3F)C2)ccc1O (stereo not given) ?
Cneo AK release: 2; ERAP1 HTS inh: -4; PglD inh: 3; RAD54 inh: 4; RAD52 inh: -5; E-sel inducer: -0.1

How did Cc1ccc(-n2cccc2/C=N/n2cnnc2)cc1Cl do in these assays?
Cneo AK release: 1; PglD inh: -4; RAD54 inh: 1; PGC1a acetyl inh: 1; miR122 inh: -3

How did O=C(Nc1cc(F)ccc1F)N[C@@H]1CC[C@@H](CCn2cc(C3CCCC3)nn2)O[C@@H]1CO do in these assays?
ERAP1 HTS inh: 2; PGC1a acetyl inh: -3; RAD52 inh: -4; E-sel inducer: -0.1

What do the screens show for `CCc1ccc(C(O)c2ncc(-c3ccccc3C(F)(F)F)[nH]2)cc1` (stereo not given)?
Cneo AK release: -1; ERAP1 HTS inh: -2; PglD inh: -6; RAD54 inh: 4; RAD52 inh: -4; miR122 inh: 28; E-sel inducer: -0.1

What do the screens show for `O=C(CNC(=O)c1ccccc1F)NCCOc1cccc(Cl)c1Cl`?
Cneo AK release: 0; PglD inh: -3; RAD54 inh: 7; PGC1a acetyl inh: -2; miR122 inh: 0

How did Cc1ccc(NC(=O)CSc2nccn2Cc2ccccc2)cc1C do in these assays?
Cneo AK release: 2; PglD inh: -3; RAD54 inh: -1; PGC1a acetyl inh: -3; miR122 inh: 2

Results for Clc1cccc(C2CCN(Cc3nc(CC4CC4)no3)C2)c1 (stereo not given) ?
Cneo AK release: 3; ERAP1 HTS inh: 1; PglD inh: 1; RAD54 inh: -4; PGC1a acetyl inh: 11; RAD52 inh: -15; miR122 inh: 7

How did Cc1ccc(S(=O)(=O)/N=c2\sccn2C)cc1 do in these assays?
Cneo AK release: 3; PglD inh: -7; RAD54 inh: -2; PGC1a acetyl inh: -6; miR122 inh: 1

How did Cn1nc(C(=O)NNC(=O)CCOc2ccc(C(C)(C)C)cc2)c2ccccc2c1=O do in these assays?
Cneo AK release: -1; ERAP1 HTS inh: 4; PglD inh: 1; RAD54 inh: 1; PGC1a acetyl inh: -2; RAD52 inh: -8; miR122 inh: 60; E-sel inducer: -0.8

Results for COc1ccc(-c2[nH]nc3nc(N4CCN(C(=O)c5ccoc5)CC4)cc(C(F)(F)F)c23)cc1 ?
Cneo AK release: -2; ERAP1 HTS inh: 0; PglD inh: -1; RAD54 inh: -3; PGC1a acetyl inh: -16; RAD52 inh: -8; miR122 inh: 11; E-sel inducer: -0.1

How did C[C@@H]1CN([C@H](C)CO)C(=O)c2cc(NS(=O)(=O)c3cn(C)cn3)ccc2O[C@H]1CN(C)CC1CC1 do in these assays?
Cneo AK release: 2; ERAP1 HTS inh: 0; PglD inh: 5; RAD54 inh: 5; PGC1a acetyl inh: 1; RAD52 inh: 18; miR122 inh: 2[16.7 µM]; E-sel inducer: -0.6

What do the screens show for `C[C@H](CO)N1C[C@H](C)[C@H](CN(C)C(=O)C2CCCCC2)OCCCC[C@H](C)Oc2ccc(NC(=O)C3CCCCC3)cc2C1=O`?
Cneo AK release: -1; ERAP1 HTS inh: 3; PglD inh: 0; RAD54 inh: -5; PGC1a acetyl inh: 3; RAD52 inh: 12; miR122 inh: -2[16.7 µM]; E-sel inducer: 0.1

Results for C[C@@H]1CN([C@@H](C)CO)C(=O)Cc2cc(NC(=O)CCCN(C)C)ccc2O[C@H]1CN(C)S(=O)(=O)c1cccs1 ?
Cneo AK release: 35; PglD inh: 1; RAD54 inh: 0; PGC1a acetyl inh: 4; miR122 inh: 2[16.7 µM]; E-sel inducer: -6.9

Results for COC(=O)C1CCN(C(=O)COC(=O)C2CCN(S(=O)(=O)c3ccc4c(c3)OCCO4)CC2)CC1 ?
Cneo AK release: -1; ERAP1 HTS inh: -2; PglD inh: 1; RAD54 inh: -3; RAD52 inh: 0; E-sel inducer: -4.2

What do the screens show for `Cc1nn(Cc2noc(C(=O)NCc3ccc(F)cc3)n2)c(C)c1Br`?
Cneo AK release: 0; ERAP1 HTS inh: 2; PglD inh: 0; RAD54 inh: 12; PGC1a acetyl inh: -2; RAD52 inh: 4; miR122 inh: -4; E-sel inducer: 0.3

How did O=C(CCCc1ccccc1)Nc1cccnc1Cl do in these assays?
Cneo AK release: -3; ERAP1 HTS inh: -1; PglD inh: -1; RAD54 inh: -4; PGC1a acetyl inh: 0; RAD52 inh: 9; miR122 inh: 0

Results for COc1cccc(-n2nnnc2SCC(=O)NCCc2ccccc2)c1 ?
Cneo AK release: -2; PglD inh: -5; RAD54 inh: -1; PGC1a acetyl inh: 14; miR122 inh: -3

How did NC(=O)C(=O)NN=C1C2CC3CC(C2)CC1C3 do in these assays?
ERAP1 HTS inh: 3; RAD52 inh: 8; miR122 inh: -12; E-sel inducer: 0.5

How did COc1ccccc1CN1CC(C(=O)N(CCO)Cc2cccs2)CCC1=O (stereo not given) do in these assays?
Cneo AK release: -5; ERAP1 HTS inh: 0; PglD inh: 0; RAD54 inh: 8; PGC1a acetyl inh: 1; RAD52 inh: -9; miR122 inh: -1; E-sel inducer: 0.5

Results for c1ccc(CSCc2nc3ccccc3[nH]2)cc1 ?
Cneo AK release: -1; PglD inh: 5; RAD54 inh: 1; PGC1a acetyl inh: 6; miR122 inh: -8; E-sel inducer: -0.1

How did COc1ccc(NC(=O)N2CC(=O)N3[C@H](C2)[C@H](c2ccc(-c4ccccc4)cc2)[C@@H]3CO)cc1 do in these assays?
ERAP1 HTS inh: 0; PGC1a acetyl inh: 12; RAD52 inh: 11; E-sel inducer: 0.2

What do the screens show for `COc1ccc(-c2sc3ccccc3c2-c2ccc(O)cc2)cc1`?
Cneo AK release: 13; ERAP1 HTS inh: -1; PglD inh: 2; RAD54 inh: 16; PGC1a acetyl inh: -4; RAD52 inh: -10; miR122 inh: 3; E-sel inducer: -0.2

How did CCc1c(C#N)c(SCCC(=O)Nc2cccc(OC)c2)nc2c1C(=O)CC(C)(C)C2 do in these assays?
Cneo AK release: -1; PglD inh: 1; RAD54 inh: -2; PGC1a acetyl inh: -24; miR122 inh: 2

How did O=C(c1nc2ccc(Cl)cn2c1CN1CCC[C@H]1CO)N1CCc2ccccc2C1 do in these assays?
Cneo AK release: -2; ERAP1 HTS inh: 0; PglD inh: 2; RAD54 inh: -8; PGC1a acetyl inh: -1; RAD52 inh: inactive; miR122 inh: 1; E-sel inducer: -0.3

Results for O=c1c2c(nc3nc(CCc4ccccc4)[nH]n13)CCC2 ?
Cneo AK release: 1; PglD inh: 12; RAD54 inh: 5; PGC1a acetyl inh: 9; miR122 inh: -1

Results for COc1cc(OC)c(/C=N/NC(=O)Cn2nc([N+](=O)[O-])cc2C)c(OC)c1 ?
Cneo AK release: 7; ERAP1 HTS inh: 1; PglD inh: -9; RAD54 inh: 7; PGC1a acetyl inh: 0; RAD52 inh: 0; miR122 inh: -2; E-sel inducer: 0.1

How did O=C(/C=C/c1ccco1)Nc1ccc(Oc2ccccc2)cc1 do in these assays?
Cneo AK release: -4; PglD inh: 1; RAD54 inh: 5; PGC1a acetyl inh: 9; miR122 inh: 3

How did COc1ccc(S(=O)(=O)N(C)CC(=O)Nc2ccc(C)cc2)cc1OC do in these assays?
ERAP1 HTS inh: 0; PGC1a acetyl inh: -15; RAD52 inh: -3; miR122 inh: -5; E-sel inducer: 3.0

Results for Cc1ccc(C(=O)CSc2cc(C)[nH]c(=O)n2)cc1 ?
Cneo AK release: -1; ERAP1 HTS inh: 0; PglD inh: -4; RAD54 inh: -1; RAD52 inh: -37; miR122 inh: 2

How did CCc1noc2c1/C(=N\O)CC(c1ccccc1)C2 (stereo not given) do in these assays?
Cneo AK release: 4; PglD inh: 4; RAD54 inh: -1; PGC1a acetyl inh: -6; miR122 inh: 3

Results for C=CCn1c(N)c(S(=O)(=O)c2cccs2)c2nc3ccccc3nc21 ?
Cneo AK release: -3; PglD inh: -3; RAD54 inh: -11; PGC1a acetyl inh: -7; miR122 inh: 63

Results for Cc1ccc(C2C(C#N)=C(N)Oc3c2oc(CO)cc3=O)o1 (stereo not given) ?
Cneo AK release: -7; PglD inh: -4; RAD54 inh: 2; PGC1a acetyl inh: 8; miR122 inh: 0

What do the screens show for `O=C(c1ccc(Cl)c([N+](=O)[O-])c1)N(Cc1ccccc1)C1CCS(=O)(=O)C1` (stereo not given)?
Cneo AK release: 5; PglD inh: -4; RAD54 inh: -15; PGC1a acetyl inh: -1; miR122 inh: 13

What do the screens show for `CC(C)NC(=O)Nc1ccc2c(c1)C(=O)N([C@H](C)CO)C[C@H](C)[C@@H](CN(C)Cc1ccc(C(=O)O)cc1)OCCCC[C@H](C)O2`?
Cneo AK release: -2; ERAP1 HTS inh: -3; PglD inh: -3; RAD54 inh: 8; PGC1a acetyl inh: 15; RAD52 inh: -5; miR122 inh: 1[16.7 µM]; E-sel inducer: -0.1

Arranged by SMILES length (high to low): some entries from above.
What do the screens show for `O=C(c1ccc(Cl)c([N+](=O)[O-])c1)N(Cc1ccccc1)C1CCS(=O)(=O)C1` (stereo not given)?
Cneo AK release: 5; PglD inh: -4; RAD54 inh: -15; PGC1a acetyl inh: -1; miR122 inh: 13

How did COc1ccc(S(=O)(=O)N(C)CC(=O)Nc2ccc(C)cc2)cc1OC do in these assays?
ERAP1 HTS inh: 0; PGC1a acetyl inh: -15; RAD52 inh: -3; miR122 inh: -5; E-sel inducer: 3.0

Results for Cc1ccc(C2C(C#N)=C(N)Oc3c2oc(CO)cc3=O)o1 (stereo not given) ?
Cneo AK release: -7; PglD inh: -4; RAD54 inh: 2; PGC1a acetyl inh: 8; miR122 inh: 0

Results for Cc1ccc(C(=O)CSc2cc(C)[nH]c(=O)n2)cc1 ?
Cneo AK release: -1; ERAP1 HTS inh: 0; PglD inh: -4; RAD54 inh: -1; RAD52 inh: -37; miR122 inh: 2

Screening data from PubChem BioAssay.
